Assay outcomes (PubChem BioAssay)
PLCb3 inh: blocks human PLC-beta3 enzyme activity. Purified PLC-beta3, fluorogenic substrate, fluorescence. inhibition, % at 12.2 µM. 0.18% of 370,000 active. AID 720704; in the data active = inhibition above about 11%;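 also: 0% = median of compound wells on plate and 100% = full blocker control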
Tn6 DDE FP: DD(E)-Tn6 binding inhibition, primary FP screen; Fibrin DD(E) TRITC-Tn6 fluorescence polarization displacement; 0.21% of 370,000 active; inhibition, % at 8.3 µM; AID 720509; P02675;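 active = inhibition above a per-campaign cutoff: mean of compounds within control limits plus 3 SD, cut at about 15% in these data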;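 also: 0% = median of all compound wells on the plate and 100% = blocking peptide control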
PLC-gamma1 inh: PLC-gamma1 (human) inhibition, primary screen | purified PLC-gamma1, fluorogenic substrate, fluorescence | inhibition, % at 12.2 µM | 0.84% of 370,000 active | AID 720700; in the data active = inhibition above about 9.5%
Target sequence (P19174 whole entry, looked up): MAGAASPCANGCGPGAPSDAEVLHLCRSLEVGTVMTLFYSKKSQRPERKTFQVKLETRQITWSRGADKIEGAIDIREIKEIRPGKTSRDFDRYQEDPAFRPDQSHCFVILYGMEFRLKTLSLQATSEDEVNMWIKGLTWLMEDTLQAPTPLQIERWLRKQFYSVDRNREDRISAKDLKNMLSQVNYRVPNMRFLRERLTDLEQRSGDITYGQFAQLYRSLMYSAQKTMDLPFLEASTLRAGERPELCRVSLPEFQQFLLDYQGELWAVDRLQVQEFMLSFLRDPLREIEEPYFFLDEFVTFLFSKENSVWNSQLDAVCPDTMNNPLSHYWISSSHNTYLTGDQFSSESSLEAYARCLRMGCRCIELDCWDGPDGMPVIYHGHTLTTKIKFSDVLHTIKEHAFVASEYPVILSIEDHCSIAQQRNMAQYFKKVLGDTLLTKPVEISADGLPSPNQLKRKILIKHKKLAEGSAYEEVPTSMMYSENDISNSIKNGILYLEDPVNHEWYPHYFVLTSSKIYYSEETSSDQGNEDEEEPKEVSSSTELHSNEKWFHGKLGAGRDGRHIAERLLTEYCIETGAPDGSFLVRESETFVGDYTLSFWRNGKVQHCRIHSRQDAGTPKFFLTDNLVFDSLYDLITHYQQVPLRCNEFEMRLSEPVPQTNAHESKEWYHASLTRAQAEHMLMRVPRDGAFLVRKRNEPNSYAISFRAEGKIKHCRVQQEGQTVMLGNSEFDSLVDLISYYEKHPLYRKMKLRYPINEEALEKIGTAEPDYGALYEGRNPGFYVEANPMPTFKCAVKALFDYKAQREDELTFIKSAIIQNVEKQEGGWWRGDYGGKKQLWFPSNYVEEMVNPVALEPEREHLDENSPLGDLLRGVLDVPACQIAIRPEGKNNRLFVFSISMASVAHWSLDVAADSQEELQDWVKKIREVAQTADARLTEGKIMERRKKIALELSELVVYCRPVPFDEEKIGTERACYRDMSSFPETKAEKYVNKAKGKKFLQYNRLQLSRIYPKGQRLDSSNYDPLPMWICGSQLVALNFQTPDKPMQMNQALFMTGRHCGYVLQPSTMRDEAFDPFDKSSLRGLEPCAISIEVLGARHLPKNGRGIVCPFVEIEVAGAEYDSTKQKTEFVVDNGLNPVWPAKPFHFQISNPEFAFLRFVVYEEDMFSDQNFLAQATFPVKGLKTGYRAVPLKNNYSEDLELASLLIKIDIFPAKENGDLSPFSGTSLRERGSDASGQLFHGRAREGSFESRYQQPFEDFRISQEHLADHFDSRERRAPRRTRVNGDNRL
TDP2 inh: blocks human TDP2 phosphodiesterase activity; 0.34% of 370,000 active; recombinant TDP2, T5PNP hydrolysis, p-nitrophenol absorbance 415 nm; inhibition, % at 12.8 µM;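 active = inhibition above the mean of all tested compounds plus 3 SD, set per campaign, cut at about 25% in these data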;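 also: 0% = DMSO with enzyme and 100% = buffer with substrate but no TDP2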
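Evaluation: % inhibition relative to enzyme-containing and enzyme-free wells. Material: recombinant human TDP2. Benchmarks: enzyme-free and DMSO wells. Timing: enzyme reaction with compound for 2 h at 37 °C. Compound dosing: 12.8 µM only. Measured by: p-Nitrophenol epi absorbance. Reagent: T5PNP substrate at 5 mM, a TopII-DNA adduct mimic. Replication: single well per compound.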
Tn7 DDE FP: disrupts Tn7 cyclic peptide binding to fibrin D-Dimer-E complex; P02675; FP displacement of FITC-Tn7 peptide from fibrin DD(E); 0% = median of compound wells per plate; inhibition, % at 8.3 µM; 0.13% of 370,000 active; AID 720508;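 active = inhibition above the mean of compounds falling within the control limits plus 3 SD of them, cut at about 14% in these data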;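 also: 0% = plate median of compound wells and 100% = 10 µM Aha-Tn7 peptide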
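Assay system: Human fibrin DD(E) protein | Medium: Tris buffer with calcium and detergent, pH 7.8 | Reagent: 0.1 µM fluorescent Tn7 | Compound dosing: Single point at 8.3 µM | Times: 10 min preincubation, 3 h with tracer, room temperature | Detection: Fluorescence polarization of the labelled Tn7 tracer | Controls: Aha-Tn7 high control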
ADAM17 inh: inhibitors of human ADAM17; P78536; recombinant ADAM17, EDANS/DABCYL FRET peptide cleavage; inhibition, % at 6.95 µM; 0.83% of 370,000 active;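 active = inhibition above the mean of compounds lying between control limits plus 3 SD, set per campaign, cut at about 8.5% in these data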;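 also: 0% = DMSO-only wells as the low control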
ASAP1 inh: ASAP1 ArfGAP inhibition; 0.19% of 360,000 active; ASAP1-stimulated ARF1 GTP hydrolysis, GDP FP detection; Q9ULH1; inhibition, % at 16.5 µM; in the data active = inhibition above about 25%;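 also: 0% = vehicle with enzyme and substrate and 100% = no enzyme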
SIAE inh: human SIAE inhibition, primary screen; AID 1053197; inhibition, % at 9.66 µM; SIAE FP-Rh probe binding, fluorescence polarization; 0.69% of 370,000 active; Q9HAT2;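 active = inhibition above a cutoff: mean of compounds within the control limits plus 3 SD of those, cut at about 17% in these data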;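 also: 0% = plate median of compound wells and 100% = probe without SIAE protein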
ADAM10 inh: inhibits human ADAM10 | AID 720582 | inhibition, % at 7 µM | 0.62% of 370,000 active | recombinant ADAM10, EDANS/DABCYL FRET peptide cleavage, 3 h | O14672;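 active = inhibition above a per-campaign cutoff equal to the mean of compounds falling between control-based bounds plus 3 SD, cut at about 20% in these data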;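 also: 0% = DMSO wells while the 100% control is not disclosed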
ARFGAP1 inhibitor: inhibitors of rat ARFGAP1. AID 651572. Arfgap1-stimulated ARF1 GTP hydrolysis, GDP FP detection. 0.26% of 360,000 active. inhibition, % at 16.5 µM;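 active = inhibition above a per-plate limit, mean inhibition of low control wells plus 3 SD, cut at about 25% in these data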;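 also: 0% = DMSO wells with enzyme and 100% = wells lacking Arfgap1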
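Assay system: purified rat His6-Arfgap1 residues 1-136 (GAP domain); Reagent: human Δ17 ARF1 bound to GTP; Dosing: 16.5 µM single point, 1.26% DMSO; Times: GTP hydrolysis reaction 2 h at 25 °C; Signal: FP, GDP Alexa 633 tracer displaced from anti-GDP antibody, 620/688 nm; Measure: % inhibition from polarization.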
Active calls of the source: *; nt = no result given.

nr	Tn6 DDE FP	ASAP1 inh	SIAE inh	ADAM17 inh	ARFGAP1 inhibitor	PLC-gamma1 inh	Tn7 DDE FP	PLCb3 inh	TDP2 inh	ADAM10 inh	Molecule
1	-0.5	1.7	3.7	-9.2	-10.2	-10.2	4.0	-9.7	1.5	-15.3	O=C(NCC1CCCO1)C1CCCN(c2ncccn2)C1 (stereo not drawn)
2	6.6	9.4	4.8	5.8	-1.1	1.7	2.0	3.2	-5.5	14.8	CCCCCC(=O)N1C[C@@H](n2cc(COC(=O)c3ccccc3)nn2)[C@H](O)C[C@@H]1c1ccc(Cl)cc1
3	-4.4	9.7	-6.6	9.3*	5.2	-2.6	-6.4	0.9	1.9	19.8*	O=C(N[C@@H](Cc1ccccc1)C(=O)OCc1ccccc1)c1nc[nH]c1C(=O)N1CCc2ccccc2C1
4	0.1	-5.9	-0.9	0.9	7.2	-12.2	3.6	-26.7	-9.0	9.2	Cc1cc(SCC(=O)Nc2ccc(O)cc2)n2nc(C)c(-c3ccccc3)c2n1
5	0.0	-3.0	-5.9	-3.4	-15.2	-10.6	-4.2	-25.2	-15.2	-3.9	CCN(CC)CCCN1C(=O)C(=O)/C(=C(/O)c2ccc3c(c2)OCCO3)C1c1ccco1 (stereo not drawn)
6	2.2	-7.5	-5.9	-1.5	11.6	8.9	4.1	3.5	-5.9	-1.8	Cc1ccc(Sc2ccc(C(=O)N(C)C)cc2[N+](=O)[O-])cc1
7	-1.2	3.7	6.5	-5.1	-7.4	0.3	-2.0	-2.0	4.6	-7.2	c1ccc2c(c1)oc1c(NCCCn3ccnc3)ncnc12
8	4.5	nt	0.3	-1.2	nt	1.1	0.5	3.2	-2.9	-0.2	CC(C)(C)N(Cc1cn(CC2CCCCC2)nn1)S(=O)(=O)c1ccccc1Br
9	-4.4	8.7	8.5	-1.2	-7.2	-3.0	-2.0	0.5	-3.9	-3.7	CN1CCN(NS(=O)(=O)c2ccc(Cl)s2)CC1
10	-6.9	2.4	3.0	2.5	1.4	-1.1	7.1	0.5	-1.4	7.0	CC1(C(=O)Nc2ccc3c(c2)OCO3)CCN1C(=O)Cc1ccc(-c2ccccc2)cc1 (stereo not drawn)
11	-0.6	-4.2	5.1	-1.7	-4.0	3.3	-1.6	-0.8	-11.0	5.5	COCCN1CCC(CNCc2cn(-c3cc(C)ccc3C)nc2-c2ccccc2)C1 (stereo not drawn)
12	0.5	-5.3	-2.2	-2.1	0.1	1.3	-4.0	2.7	-3.8	-15.8	CCn1c(SCC(=O)Nc2nccs2)nnc1-c1cc2cccc(OC)c2o1
13	3.6	-1.2	-3.7	-5.5	-7.0	-1.0	4.2	-3.3	5.6	5.1	C/C(=C/c1ccccc1)C(=O)N1CCC(C)CC1
14	0.7	-5.5	3.1	-5.0	1.7	-0.8	0.3	-0.1	1.1	-1.1	CCOC(=O)N1CCN(C(=O)c2ccc3nc(SCc4ccc(F)cc4)n(C)c3c2)CC1
15	3.6	27.2*	-8.0	-3.3	31.5*	2.7	7.4	0.5	44.4*	0.4	CC(=O)C(C(C)=O)C1(O)C(=O)c2ccccc2C1=O

The closing 3 compounds of the section above open the next one.
nr	Tn6 DDE FP	ASAP1 inh	SIAE inh	ADAM17 inh	ARFGAP1 inhibitor	PLC-gamma1 inh	Tn7 DDE FP	PLCb3 inh	TDP2 inh	ADAM10 inh	Molecule
13	3.6	-1.2	-3.7	-5.5	-7.0	-1.0	4.2	-3.3	5.6	5.1	C/C(=C/c1ccccc1)C(=O)N1CCC(C)CC1
14	0.7	-5.5	3.1	-5.0	1.7	-0.8	0.3	-0.1	1.1	-1.1	CCOC(=O)N1CCN(C(=O)c2ccc3nc(SCc4ccc(F)cc4)n(C)c3c2)CC1
15	3.6	27.2*	-8.0	-3.3	31.5*	2.7	7.4	0.5	44.4*	0.4	CC(=O)C(C(C)=O)C1(O)C(=O)c2ccccc2C1=O
16	2.8	17.0	15.4	-4.7	6.1	0.4	0.3	2.4	11.4	-2.2	CC(C)c1nc(-c2c(N)n(C)c(=O)n(C)c2=O)sc1C(=O)C(C)(C)C
17	-0.9	2.6	4.2	-5.2	7.7	0.4	0.6	-5.3	-12.6	-7.7	CCCCn1c(N)c(Br)c(=O)[nH]c1=O
18	1.8	17.7	2.1	1.0	-0.1	5.2	7.6	-2.9	0.1	5.2	CCOC(=O)N/N=C/c1cn(CCCOc2ccccc2)c2ccccc12
19	0.1	-0.1	12.6	0.9	-2.9	-183.0	1.3	-232.8	-1.5	-15.5	CC1CCC(NC(=O)c2cc3ccccc3cc2O)CC1 (stereo not drawn)
20	11.6	-9.3	4.0	3.3	-5.5	1.6	-4.4	-4.5	-6.1	6.7	Nc1ccc2c(c1)N=[N+]([O-])c1cc(N)ccc1C2
21	2.3	-17.1	3.1	3.5	-4.5	-7.7	5.6	-16.7	-4.6	-5.7	COC1CCCN(Cc2c(C(=O)N3CCc4ccccc4C3)nc3ccc(Cl)cn23)C1 (stereo not drawn)
22	-6.7	4.2	-8.1	-3.9	5.1	0.5	-5.0	-6.1	-0.7	-8.2	O=C(CSc1ccc(-c2ccccc2)nn1)NC1CCCCC1
23	2.5	-4.3	-5.7	-4.2	6.3	0.1	0.8	2.6	4.9	0.5	COC(=O)C1=C(N)Oc2cc(C)n(Cc3cccnc3)c(=O)c2C1c1ccc(OC)c(OC)c1OC (stereo not drawn)
24	-8.2	-8.6	3.7	-3.7	-4.2	0.0	0.5	-0.5	1.8	-5.5	COc1ccc(C(C#N)Nc2ccc(C)cc2)cc1 (stereo not drawn)
25	1.6	1.2	1.6	-2.0	-9.2	1.6	-0.9	1.8	8.3	-14.6	Cc1n[nH]c(=O)n(N=Cc2cccs2)c1=O
26	-0.1	0.9	1.5	-2.2	6.8	1.4	-3.8	2.1	1.6	4.1	O=C(NCc1cccnc1)NC1CCCN1S(=O)(=O)c1ccc(Cl)cc1 (stereo not drawn)
27	-6.7	18.2	-1.5	-5.8	-5.4	-2.3	-0.8	-3.1	5.2	-3.8	CCOC(=O)c1c(C)[nH]c(C)c1C(=O)COC(=O)C1CCCN1S(=O)(=O)c1ccccc1F (stereo not drawn)
28	4.3	5.8	-2.6	-1.2	-3.6	3.8	0.7	1.9	3.2	0.6	CC(C)CNC(=S)N1CCC(C(=O)c2ccc(Cl)cc2)CC1
29	-7.7	3.7	-0.8	3.8	0.4	-0.8	2.2	-11.8	-13.0	3.1	CCOC(=O)Cc1nnc(Nc2cc(C)ccc2C)c2ccccc12
30	-0.5	2.2	1.6	-1.8	3.5	0.3	-1.8	-7.0	-2.6	-2.8	O=C(NCc1ccccn1)C12CC3CC(CC(C3)C1)C2
31	2.4	-13.6	0.1	0.4	-6.9	2.4	10.5	3.9	11.9	8.5	CCOC(=O)c1cnc(SCc2nc(N)nc(Nc3ccccc3OC)n2)nc1N
32	3.8	5.2	-1.4	-1.2	-1.5	-3.0	-0.9	-4.9	-13.9	-13.0	Cc1ccc(C(=O)NNC(=O)c2n[nH]c(=O)c3ccccc23)cc1C
33	0.2	-3.2	3.8	6.2	6.1	1.8	-5.0	1.1	3.5	-3.7	CCC(C(=O)Nc1ccc2c(c1)OCCO2)n1c(=O)[nH]c2ccccc2c1=O (stereo not drawn)
34	-0.5	16.8	-3.8	6.3	5.4	1.4	-1.3	3.6	-8.6	15.5	Cc1ccc(S(=O)(=O)N2C[C@H]3[C@H]4C(=O)N(Cc5ccccc5)C(=O)[C@H]4CC(=O)[C@H]3[C@@H]2c2ccccc2Cl)cc1
35	6.5	-4.9	6.4	1.1	-8.8	-1.0	-3.4	-3.5	14.2	-1.0	CCc1ccccc1NC(=O)c1cc(-c2ccc3c(c2)OCO3)on1
36	-0.6	3.1	0.8	-4.9	-2.1	-1.1	1.7	4.3	-0.1	-6.5	NC(=O)CSc1nnc(Cn2c(=O)sc3ccccc32)n1-c1cccc(Cl)c1
37	-1.3	0.0	-0.1	0.7	10.9	-1.3	-2.5	-6.2	-0.8	-7.7	COc1cccc(OCC(=O)Nc2ccncc2)c1
38	-6.4	2.7	-1.6	-2.3	6.8	-0.1	0.7	-6.4	5.5	-11.1	O=C(CN1CCC(C(=O)c2ccc3c(c2)OCCO3)CC1)Nc1ccccc1F
39	-7.9	-7.4	-5.7	-1.2	0.4	-0.8	-4.4	-0.2	-2.4	1.3	CCOC(=O)c1sc(NC(=O)c2c(OC)cccc2OC)nc1C
40	-3.1	4.2	-4.8	-3.6	11.8	1.6	-1.3	-3.4	-5.6	-9.4	CCCn1c(N)cc(=O)n(CCC)c1=O
41	-5.0	2.1	6.9	-5.3	7.0	2.2	3.5	-3.4	2.4	-2.7	CSc1cccc(NC(=O)C(C)NS(=O)(=O)c2ccc(F)cc2)c1 (stereo not drawn)
42	3.8	-7.6	2.5	-0.8	-0.6	-2.9	4.1	0.4	11.6	3.5	CCN=C(Nc1ccc(Cl)cc1)c1cccnc1
43	6.6	3.5	7.1	0.9	9.2	-0.5	-4.6	1.7	0.2	6.3	Cc1ccc(C(NC(=O)N2CCCC2)C(Cl)(Cl)Cl)cc1F (stereo not drawn)
44	4.5	-7.8	-3.1	6.3	3.8	2.5	-2.6	0.2	5.0	10.3	COc1ccccc1CC(=O)Nc1ccc2nc(C)sc2c1
45	2.8	9.5	6.0	-4.1	4.3	0.1	6.2	-23.7	11.2	-6.4	O=C(NC1CCCCCC1)c1ccccc1-c1ccccc1
